G6PDH counter: L. mesenteroides G6PDH inhibition counter-screen; 200,000 compounds, 0.12% hits; Purified L. mesenteroides G6PDH, diaphorase/resazurin coupled fluorescence, 45 min; AID 1020; inhibition, % at 5 µM; in the data active means inhibition above about 50%
Hsp70 activator: Hsp70 transcriptional activation, primary screen | HeLa Hsp70 promoter luciferase reporter, luminescence; scaled: vehicle 0, proteasome-inhibitor control 100% | activation, % at 10 µM | 200,000 compounds, 0.04% hits | AID 1203;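 active means activation above the mean across all tested compounds plus 3 SD, cutoff set per campaign, cut at about 5.5% in these data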;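 further: 100% = MG132 at 30 µM as the positive control and 0% = DMSO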
STAT1 act: increases IFN-gamma driven STAT1 reporter signal; NIH 3T3 STAT1-luciferase reporter, luminescence; 100% = IFN-gamma alone, no compound; activation (% of control), % at 5.5 µM; 200,000 compounds, 2.6% hits; AID 932;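 active means activation above the screen-wide mean activation plus 3 SD, cut at about 130% in these data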;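 further: raw ratio to IFN-gamma control signal so 100% means no change and 0% no light; values of inactives mirror those of a sister screen read the other way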
APP 5UTR inh: APP translation inhibition. SH-SY5Y APP 5'UTR-luciferase reporter, luminescence. 190,000 compounds, 0.82% hits. inhibition, % at 2 µM;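 active means inhibition above a set limit, derived from the sample mean plus 3 SD, cut at about 45% in these data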; further: values of inactives mirror those of a sister screen read the other way
STAT1 blocker: STAT1 signaling inhibition; NIH 3T3 STAT1-luciferase reporter, IFN-gamma, luminescence; inhibition, % at 5.5 µM; 200,000 compounds, 0.35% hits; AID 920;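 active means inhibition above a set limit, the mean inhibition across all tested compounds plus 3 SD, cut at about 34% in these data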;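 further: 0% = IFN-gamma with DMSO and 100% = IFN-gamma with 300 µM nifuroxazide; values of inactives mirror those of a sister screen read the other way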
STAT3 act: activators of IL-6 induced STAT3 signaling; U3A cells, IL-6 STAT3-luciferase reporter, luminescence; 100% = signal with IL-6 EC80 alone; activation (% of control), % at 5.6 µM; 190,000 compounds, 0.91% hits; AID 871;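 active means activation above the screen-wide mean of compound activation plus 3 SD, cut at about 130% in these data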;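 further: 0% = background luminescence of wells with medium and substrate only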
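Assay system – human STAT1-deficient U3A cells with stable STAT3-luciferase reporter · Also added – IL-6 (33 ng/mL) · Schedule – compound 1 h, then IL-6 6 h at 37 °C · Technique – reporter luminescence signal · Evaluation – % activation versus median of IL-6-stimulated wells · Benchmarks – IL-6-only wells as 100% reference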
TLR4-MyD88 BLA: blocks binding of human TLR4 to MyD88; inhibition, % at 8.4 µM; HeLa CL3-4 TLR4/MyD88 BLA complementation, FRET ratio; O00206+Q99836; AID 861; 200,000 compounds, 0.18% hits; in the data active means inhibition above about 25%;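 further: 0% = vehicle and 100% = reference inhibitor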
Target sequence (O00206 whole entry, looked up): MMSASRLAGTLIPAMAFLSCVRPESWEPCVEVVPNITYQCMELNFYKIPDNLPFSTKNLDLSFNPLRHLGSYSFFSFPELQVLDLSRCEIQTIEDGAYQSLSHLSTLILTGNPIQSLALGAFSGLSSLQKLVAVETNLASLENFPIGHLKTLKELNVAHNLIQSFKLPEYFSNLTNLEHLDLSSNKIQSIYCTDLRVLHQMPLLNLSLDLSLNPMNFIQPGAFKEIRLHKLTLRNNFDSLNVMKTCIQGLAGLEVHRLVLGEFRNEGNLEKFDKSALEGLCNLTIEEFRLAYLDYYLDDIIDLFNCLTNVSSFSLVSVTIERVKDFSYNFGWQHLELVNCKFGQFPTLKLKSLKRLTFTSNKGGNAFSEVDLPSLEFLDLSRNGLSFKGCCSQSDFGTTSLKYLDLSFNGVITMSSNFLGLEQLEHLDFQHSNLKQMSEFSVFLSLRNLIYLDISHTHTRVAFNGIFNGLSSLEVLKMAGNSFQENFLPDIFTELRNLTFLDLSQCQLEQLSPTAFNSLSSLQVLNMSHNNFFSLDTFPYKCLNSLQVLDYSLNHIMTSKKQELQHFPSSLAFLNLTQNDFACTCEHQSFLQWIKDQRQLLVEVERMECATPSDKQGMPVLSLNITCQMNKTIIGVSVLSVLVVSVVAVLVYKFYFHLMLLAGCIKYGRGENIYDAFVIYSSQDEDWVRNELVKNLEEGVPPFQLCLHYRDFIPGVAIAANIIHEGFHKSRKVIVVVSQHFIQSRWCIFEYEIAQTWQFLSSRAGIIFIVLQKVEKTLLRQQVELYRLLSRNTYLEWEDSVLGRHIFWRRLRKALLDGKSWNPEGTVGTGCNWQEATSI
Target sequence (Q99836 whole entry, looked up): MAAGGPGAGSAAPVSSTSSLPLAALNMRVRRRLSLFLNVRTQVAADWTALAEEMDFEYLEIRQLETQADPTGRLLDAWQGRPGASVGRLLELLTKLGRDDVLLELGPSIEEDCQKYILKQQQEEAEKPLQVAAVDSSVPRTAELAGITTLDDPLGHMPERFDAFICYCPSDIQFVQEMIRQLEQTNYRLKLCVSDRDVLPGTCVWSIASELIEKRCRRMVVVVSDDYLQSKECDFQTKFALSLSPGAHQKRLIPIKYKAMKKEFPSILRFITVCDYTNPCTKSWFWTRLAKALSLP
Diaphorase inh: inhibits diaphorase or chemically oxidizes, flagging diaphorase assay artifacts | AID 1217 | diaphorase resazurin-to-resorufin fluorescence, NADH, 16 min; bacterial (C. kluyveri) enzyme, not human | 190,000 compounds, 0.69% hits | inhibition, % at 20 µM;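 active means primary screen inhibition at 20 µM above a set limit, cut at about 50% in these data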;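 further: plate controls were DMSO with full reaction for no effect and wells lacking NADH for full effect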
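Test system: Clostridium kluyveri diaphorase enzyme / Quantity: diaphorase at 0.14 U/mL in enzyme working solution / Incubation: 16-min room-temperature incubation before reading / Benchmarks: NADH-free wells as positive control, DMSO-only neutral wells / Signal: resorufin fluorescence 544/590 nm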
Diaphorase act: diaphorase activation or chemical reduction counter-screen; Diaphorase/resazurin coupled assay, resorufin fluorescence, 16 min; stronger effect = higher value; 1 = vehicle wells, 0 = NADH-free wells; AID 1229; activation factor at 20 µM; 190,000 compounds, 0.005% hits;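 active means diaphorase activity raised at least twofold by the compound at 20 µM; inactive means activation factor below 2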
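Measured by – red resorufin fluorescence at 544/590 nm excitation/emission · Test system – Clostridium kluyveri diaphorase, purified enzyme · Incubation – reaction time 16 min, room temperature · Buffer or medium – 50 mM HEPES pH 7.4 with 4.542 mM MgCl2, 0.005% Tween 20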
STAT3 blocker: STAT3 signaling inhibition. inhibition, % at 5.5 µM. 190,000 compounds, 0.89% hits. AID 862. U3A cells, IL-6 STAT3-luciferase reporter, luminescence; host cell line lacks STAT1;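 active means inhibition above the mean inhibition across all screened compounds plus 3 SD, cut at about 44% in these data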;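 further: 0% = DMSO only wells and 100% = 100 µM nifuroxazide control wells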
* hit, by the source's call.

For COCCCNC(=O)c1c(N)n(/N=C/c2ccccn2)c2nc3ccccc3nc12 the results were G6PDH counter 1, Hsp70 activator -0.6, STAT1 act 114, APP 5UTR inh 11, STAT1 blocker -16, STAT3 act 75, TLR4-MyD88 BLA -2, Diaphorase inh 15, Diaphorase act 0.9 and STAT3 blocker 31.
CCOC(=O)C1CCN(S(=O)(=O)c2ccc(-c3nc4ccccc4s3)s2)CC1 was read as G6PDH counter 10, Hsp70 activator 0.1, STAT1 act 118, APP 5UTR inh -42, STAT1 blocker -20, STAT3 act 124, TLR4-MyD88 BLA -4, Diaphorase inh -3, Diaphorase act 1 and STAT3 blocker -21.
Cn1c(=O)c(Cc2ccccc2)c(O)c2ccccc21 was read as G6PDH counter 2, Hsp70 activator -0.3, STAT1 act 105, APP 5UTR inh 44, STAT1 blocker -5, STAT3 act 103, TLR4-MyD88 BLA -5, Diaphorase inh 10, Diaphorase act 0.9 and STAT3 blocker 4.
For CCCC(=O)OC1CCS(=O)(=O)c2sccc21 (configuration not stated) the results were G6PDH counter 0, Hsp70 activator -0.3, STAT1 act 99, APP 5UTR inh 4, STAT1 blocker 2, STAT3 act 102, TLR4-MyD88 BLA 7, Diaphorase inh 13, Diaphorase act 0.9 and STAT3 blocker 7.
Screening CCOc1ccc(C(=O)Nc2cccc(C(C)=O)c2)cc1[N+](=O)[O-] returned G6PDH counter 16, Hsp70 activator 0.0, STAT1 act 96, APP 5UTR inh -5, STAT1 blocker 3, STAT3 act 88, TLR4-MyD88 BLA 2, Diaphorase inh 12, Diaphorase act 0.9 and STAT3 blocker 17.
Cc1c(-c2ccn[nH]2)cc(NC(=O)c2ccc(Cl)cc2)c(=O)n1N was read as G6PDH counter -3, Hsp70 activator -0.2, STAT1 act 102, APP 5UTR inh -7, STAT1 blocker -1, STAT3 act 91, TLR4-MyD88 BLA -7, Diaphorase inh 8, Diaphorase act 0.9 and STAT3 blocker 12.
Screening CN(C(=O)COC(=O)/C=C/c1cn(-c2ccccc2)nc1-c1ccc2c(c1)OCCO2)C1CCS(=O)(=O)C1 (configuration not stated) returned G6PDH counter 4, Hsp70 activator 0.1, STAT1 act 110, APP 5UTR inh 14, STAT1 blocker -11, STAT3 act 93, TLR4-MyD88 BLA 5, Diaphorase inh 14, Diaphorase act 0.9 and STAT3 blocker 13.
`O=C(Nc1nc(-c2ccc3c(c2)OCO3)cs1)C1CC1` gave G6PDH counter 1, Hsp70 activator -0.2, STAT1 act 120, APP 5UTR inh -104, STAT1 blocker -21, STAT3 act 100, TLR4-MyD88 BLA -9, Diaphorase inh 16, Diaphorase act 0.8 and STAT3 blocker 0.
For COc1ccc(C(=O)OCc2nc(N)nc(Nc3ccccc3C)n2)cc1OC the results were G6PDH counter -3, Hsp70 activator 0.3, STAT1 act 104, APP 5UTR inh -5, STAT1 blocker -7, STAT3 act 109, TLR4-MyD88 BLA -8, Diaphorase inh 9, Diaphorase act 0.9 and STAT3 blocker -4.
`NC(=O)CN1C(=O)C2C3c4ccccc4C(c4ccccc43)C2C1=O` (configuration not stated) gave G6PDH counter 4, Hsp70 activator -0.3, STAT1 act 92, APP 5UTR inh 1, STAT1 blocker 9, STAT3 act 98, TLR4-MyD88 BLA -5, Diaphorase inh 9, Diaphorase act 0.9 and STAT3 blocker 7.
Screening O=C(NCc1ccccc1)c1ccc(Br)cc1Br returned G6PDH counter 13, Hsp70 activator 0.4, STAT1 act 105, APP 5UTR inh -25, STAT1 blocker -6, STAT3 act 104, TLR4-MyD88 BLA -2, Diaphorase inh 7, Diaphorase act 0.9 and STAT3 blocker -10.
Cc1cccc(C)c1NC(=O)C(Cl)=C(Cl)Cl was read as G6PDH counter 10, Hsp70 activator -0.5, STAT1 act 104, APP 5UTR inh -13, STAT1 blocker -5, STAT3 act 101, TLR4-MyD88 BLA 0, Diaphorase inh 10, Diaphorase act 0.9 and STAT3 blocker 2.
For Cc1c(C(=O)OC(C)C)nnn1-c1nonc1N the results were G6PDH counter -2, Hsp70 activator 0.5, STAT1 act 102, APP 5UTR inh -17, STAT1 blocker -2, STAT3 act 98, TLR4-MyD88 BLA 3, Diaphorase inh -2, Diaphorase act 1 and STAT3 blocker 7.
`O=C(c1cccc(N2CCCC2=O)c1)N1CCOCC1` gave G6PDH counter 4, Hsp70 activator -0.2, STAT1 act 98, APP 5UTR inh -11, STAT1 blocker 2, STAT3 act 104, TLR4-MyD88 BLA -17, Diaphorase inh 7, Diaphorase act 0.9 and STAT3 blocker -6.
For CCO[C@@H]1OC(C(=O)O)=C[C@H](c2coc3ccccc3c2=O)[C@H]1CCCO the results were G6PDH counter 10, Hsp70 activator -0.2, STAT1 act 96, APP 5UTR inh 6, STAT1 blocker 6, TLR4-MyD88 BLA -5, Diaphorase inh 8 and Diaphorase act 0.9.
COC(=O)CNC(=O)c1ccc(C)s1 was read as G6PDH counter -2, Hsp70 activator -0.2, STAT1 act 94, APP 5UTR inh 0, STAT1 blocker 7, STAT3 act 100, TLR4-MyD88 BLA -6, Diaphorase inh 1, Diaphorase act 1 and STAT3 blocker 3.
For CC(=O)Nc1sc2c(c1C(c1ccccc1)N1CCOCC1)CCCC2 (configuration not stated) the results were G6PDH counter 4, Hsp70 activator -0.1, STAT1 act 110, APP 5UTR inh -10, STAT1 blocker -7, STAT3 act 101, TLR4-MyD88 BLA -9, Diaphorase inh 19, Diaphorase act 0.8 and STAT3 blocker -2.
For Cc1cc(NC(=O)CN2CCN(c3cccc(Cl)c3)CC2)no1 the results were G6PDH counter 1, Hsp70 activator 0.0, STAT1 act 94, APP 5UTR inh -11, STAT1 blocker 5, STAT3 act 97, TLR4-MyD88 BLA 5, Diaphorase inh 6, Diaphorase act 0.9 and STAT3 blocker 8.
For COc1ccc(CCNC(=O)CCN2C(=O)COc3ccccc32)cc1OC the results were G6PDH counter -8, Hsp70 activator -0.3, STAT1 act 97, APP 5UTR inh 4, STAT1 blocker 4, STAT3 act 102, TLR4-MyD88 BLA -3, Diaphorase inh 13, Diaphorase act 0.9 and STAT3 blocker 2.
For O=C(COC(=O)/C=C/c1ccc(Br)o1)NCCCN1CCCC1=O the results were G6PDH counter -1, Hsp70 activator 0.1, STAT1 act 103, APP 5UTR inh 5, STAT1 blocker -2, STAT3 act 100, TLR4-MyD88 BLA -3, Diaphorase inh -3, Diaphorase act 1 and STAT3 blocker 5.
`NC(=O)C1CCN(C2CC(=O)NC2=O)CC1` (configuration not stated) gave G6PDH counter 8, Hsp70 activator 0.2, STAT1 act 99, APP 5UTR inh 14, STAT1 blocker 1, STAT3 act 111, TLR4-MyD88 BLA 8, Diaphorase inh 0, Diaphorase act 1 and STAT3 blocker -5.
For O=C(/C=C/c1ccco1)OCc1nnc(-c2ccccc2)o1 the results were G6PDH counter 0, Hsp70 activator -0.1, STAT1 act 102, APP 5UTR inh 8, STAT1 blocker -3, STAT3 act 106, TLR4-MyD88 BLA 14, Diaphorase inh 12, Diaphorase act 0.9 and STAT3 blocker -6.
For OC(CN=c1sc2ccccc2n1CC(O)COc1ccccc1)COc1ccccc1 (configuration not stated) the results were G6PDH counter 7, Hsp70 activator -0.1, STAT1 act 112, APP 5UTR inh 9, STAT1 blocker -13, STAT3 act 85, TLR4-MyD88 BLA 7, Diaphorase inh 6, Diaphorase act 0.9 and STAT3 blocker 19.
CN(C)c1nc(-c2ccccc2)nnc1C(F)(F)F was read as G6PDH counter 5, Hsp70 activator -0.1, STAT1 act 111, APP 5UTR inh -8, STAT1 blocker -12, STAT3 act 101, TLR4-MyD88 BLA 0, Diaphorase inh 2, Diaphorase act 1 and STAT3 blocker 4.

Quoted at random: two entries already listed.
For CCO[C@@H]1OC(C(=O)O)=C[C@H](c2coc3ccccc3c2=O)[C@H]1CCCO the results were G6PDH counter 10, Hsp70 activator -0.2, STAT1 act 96, APP 5UTR inh 6, STAT1 blocker 6, TLR4-MyD88 BLA -5, Diaphorase inh 8 and Diaphorase act 0.9.
CN(C)c1nc(-c2ccccc2)nnc1C(F)(F)F was read as G6PDH counter 5, Hsp70 activator -0.1, STAT1 act 111, APP 5UTR inh -8, STAT1 blocker -12, STAT3 act 101, TLR4-MyD88 BLA 0, Diaphorase inh 2, Diaphorase act 1 and STAT3 blocker 4.

The list continues:
For Cc1noc(/C=C/N(C)C)c1S(=O)(=O)NC1CCCCC1 the results were G6PDH counter 3, Hsp70 activator 0.0, STAT1 act 100, APP 5UTR inh -15, STAT1 blocker 0, STAT3 act 106, TLR4-MyD88 BLA 9, Diaphorase inh 17, Diaphorase act 0.8 and STAT3 blocker -2.
COc1ccc2nc(SCC(=O)Nc3cc(C)on3)[nH]c2c1 was read as G6PDH counter 3, Hsp70 activator -0.2, STAT1 act 93, APP 5UTR inh -3, STAT1 blocker 8, STAT3 act 96, TLR4-MyD88 BLA -2, Diaphorase inh 5, Diaphorase act 0.9 and STAT3 blocker 9.
For O=C(CNS(=O)(=O)c1ccccc1)NCC(=O)OCc1ccc(Br)cc1 the results were G6PDH counter -5, Hsp70 activator -0.2, STAT1 act 93, APP 5UTR inh -4, STAT1 blocker 6, STAT3 act 99, TLR4-MyD88 BLA -5, Diaphorase inh 16, Diaphorase act 0.8 and STAT3 blocker 6.
`CCCCNC(=O)CCSc1ccc(C)cc1` gave G6PDH counter -1, Hsp70 activator -0.1, STAT1 act 94, APP 5UTR inh 4, STAT1 blocker 6, STAT3 act 103, TLR4-MyD88 BLA -12, Diaphorase inh 11, Diaphorase act 0.9 and STAT3 blocker -1.
Screening COCCCNC(=O)C1CC(=O)N(Cc2ccc(OC)cc2)C1 (configuration not stated) returned G6PDH counter 9, Hsp70 activator -0.5, STAT1 act 99, APP 5UTR inh 4, STAT1 blocker 1, STAT3 act 103, TLR4-MyD88 BLA -12, Diaphorase inh 5, Diaphorase act 0.9 and STAT3 blocker 0.
`O=C(CSc1nnc(Cc2cc(=O)[nH]c(=O)[nH]2)n1-c1ccc(F)cc1)N1CCCCC1` gave G6PDH counter 7, Hsp70 activator -0.4, STAT1 act 102, APP 5UTR inh -15, STAT1 blocker -2, STAT3 act 105, TLR4-MyD88 BLA 6, Diaphorase inh 3, Diaphorase act 1 and STAT3 blocker 3.
For COc1ccc(N(C)S(=O)(=O)c2cccc(C(=O)Nc3ccc(OC)nc3)c2)cc1 the results were G6PDH counter 18, Hsp70 activator -0.3, STAT1 act 97, APP 5UTR inh 1, STAT1 blocker 3, STAT3 act 101, TLR4-MyD88 BLA -2, Diaphorase inh 26, Diaphorase act 0.7 and STAT3 blocker 2.
CCOC(=O)c1nn(-c2ccc(Cl)cc2)c2nnc(Cc3ccc(C)cc3)c(=O)n12 was read as G6PDH counter -1, Hsp70 activator -0.4, STAT1 act 100, APP 5UTR inh 0, STAT1 blocker -1, STAT3 act 103, TLR4-MyD88 BLA 2, Diaphorase inh -5, Diaphorase act 1.1 and STAT3 blocker -2.

Screening data (PubChem BioAssay)
